D1 agonist – Allosteric Agonists of the Human D1 Dopamine Receptor: qHTS. AID 504660, 2011. HEK293 T-REx D1 cells, calcium flux, agonist mode. 360,000 tested, 1% active. activation, % at 2 µM. D(1A) dopamine receptor (Homo sapiens), P21728; in the data active means activation above about 30%; further: 0% is about no effect
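Tetracycline-induced HEK293 TREx D1 cells, force-coupled to calcium signalling, were dye-loaded with a no-wash calcium kit. Compound was pin-added after a 10 s baseline. Fluorescence was read kinetically at 1 cycle/s for 180 s, with calcium rises flagged as agonism.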
D2 PAM – HTS Assay for Positive Allosteric Modulators of the Human D2 Dopamine Receptor: Primary Screen for Potentiators; D(2) dopamine receptor (Homo sapiens), P14416; potentiation, % at 10 µM; HEK293 T-REx D2, calcium flux, EC20 dopamine potentiation; AID 485347, 2010; 340,000 tested, 0.34% active;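 active means potentiation over 3 SD above the plate norm, cut at about 30% in these data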; further: 0% is about no effect
Target sequence (P14416 whole entry, looked up): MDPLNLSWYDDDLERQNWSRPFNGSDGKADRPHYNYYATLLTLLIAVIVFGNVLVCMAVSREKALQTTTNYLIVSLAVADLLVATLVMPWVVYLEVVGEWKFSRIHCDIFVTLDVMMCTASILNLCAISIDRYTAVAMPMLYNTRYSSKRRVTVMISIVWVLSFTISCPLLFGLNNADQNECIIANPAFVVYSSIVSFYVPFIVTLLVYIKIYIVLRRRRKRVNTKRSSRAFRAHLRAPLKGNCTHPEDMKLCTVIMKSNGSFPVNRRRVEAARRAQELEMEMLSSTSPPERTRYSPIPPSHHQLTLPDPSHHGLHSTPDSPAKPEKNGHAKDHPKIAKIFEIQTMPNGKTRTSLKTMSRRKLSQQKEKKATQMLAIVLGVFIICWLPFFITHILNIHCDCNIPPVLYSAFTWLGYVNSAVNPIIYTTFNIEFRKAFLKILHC
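Tetracycline-induced Hek293 Trex D2 cells, force-coupled to calcium, loaded with no-wash calcium dye. Compound added with 180 s kinetic read for agonism, then EC20 dopamine and a further 180 s read for potentiation.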
GRP78 ERSR act – qHTS for Inducers of the Endoplasmic Reticulum Stress Response (ERSR) in Human Glioma: qHTS. U87-MG GRP78 promoter luciferase reporter, 16 h. Potency, µM, for the others: at the top dose activation, usual class: activators. 420,000 tested, 0.02% active. AID 602332, 2012; further: potency means the concentration at half of the fitted maximal effect; series mostly up to about 76 µM; % of control where 0% means no effect; nearly all actives have a fitted effect of over 35% in size
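ERSR induction read as luciferase luminescence (Bright-Glo, 10 min at room temperature) in stably transfected human U87-MG glioma cells exposed to compounds for 16 h, using GRP78 as sensor.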
RXFP1 ag – qHTS Assay for Agonists of the Relaxin Receptor RXFP1 | Potency, µM (series often up to 57.5 µM), for the others: at the highest dose activation, hits mostly activators | HEK293T-RXFP1 cAMP TR-FRET, 30 min; response scale: percent of porcine relaxin response, buffer zero | 370,000 tested, 0.3% active | Relaxin receptor 1 (Homo sapiens), Q9HBX9; further: potency means the concentration at half of the fitted maximal effect; on the % scale 0 is the no-effect control and ±100 the full control effect; nearly all actives have a fitted effect of over 60% in size; many of its hits are not listed in these tables
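HEK293 cells stably expressing RXFP1, treated 30 min at 37C with compounds plus PDE4 inhibitor Ro 20174; cAMP measured by HTRF TR-FRET. Normalized to buffer and 29 nM porcine relaxin; EC50 by Hill fit.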
Vif-APOBEC3F blk – qHTS for Inhibitors of Vif-A3F Interactions: qHTS; HeLa A3F-eYFP + Vif (tagged APOBEC3F with the HIV-1 protein that degrades it), YFP fluorescence increase; Potency, µM (highest dose often 46.1 µM), without a hit: at the highest dose activity, negative = active; 390,000 tested, 0.2% active; further: potency means the concentration at half of the fitted maximal effect; % of control where 0% means no effect; nearly all actives have a fitted effect of over 65% in size
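HeLa cells stably expressing Vif plus C-terminally eYFP-tagged A3F were seeded, incubated overnight at 37 deg C, dosed with compound, incubated overnight again at 37 deg C. Yellow fluorescence (Ex 488/Em 500-530) reported blocked Vif-mediated A3F-eYFP degradation.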
RXFP1 antag – qHTS Assay for Antagonists of the Relaxin Receptor RXFP1. Relaxin receptor 1 (Homo sapiens), Q9HBX9. HEK293-RXFP1, relaxin-stimulated cAMP HTRF, 30 min; hits give low values. activity change, negative = inhibition, % at 57.5 µM. 350,000 tested, 0.59% active. AID 1259400, 2018;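 active means activity change of -60% or lower, but not beyond a set lower limit; inconclusive means change between -60% and -40%, or beyond the set limit; inactive means change above -40%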; further: on the % scale 0 is the no-effect control and ±100 the full control effect
D1 potentiator – Potentiators of Human D1 Dopamine Receptor: qHTS; D(1A) dopamine receptor (Homo sapiens), P21728; HEK293 TREx D1 cells, calcium flux, dopamine EC20 potentiation; potentiation, % at 10 µM; 360,000 tested, 0.036% active; AID 504651, 2011; in the data active means potentiation above about 30%; further: 0% is about no effect
D1 antagonist – Antagonist of Human D 1 Dopamine Receptor: qHTS; D(1A) dopamine receptor (Homo sapiens), P21728; HEK293 TREx D1 cells, calcium flux, dopamine EC80; hits give low values; activity change, negative = inhibition, % at 10 µM; 360,000 tested, 3.2% active; in the data active means activity change below about -30%; further: on the % scale 0 is the no-effect control and ±100 the full control effect
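Compound effects on dopamine-evoked calcium signalling were measured in tetracycline-induced HEK293 Trex D1 cells. Dopamine at EC80 followed a 180 s compound pre-read, and fluorescence was tracked kinetically for 180 s more.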
Vif-APOBEC3G blk – qHTS for Inhibitors of Vif-A3G Interactions: qHTS; HeLa A3G-eYFP + Vif (tagged APOBEC3G with the HIV-1 protein that degrades it), YFP fluorescence, overnight; 410,000 tested, 0.076% active; Potency, µM (top dose mostly 46.1 µM), for the others: at the top dose activity, negative = active, usual class: inhibitors; DNA dC->dU-editing enzyme APOBEC-3G (Homo sapiens), Q9HC16;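 further: potency means the concentration at half of the fitted maximal effect; on the % scale 0 is the no-effect control and ±100 the full control effect; nearly all actives have a fitted effect of over 60% in size; hits raise eYFP signal because A3G escapes Vif-driven loss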
Target sequence (Q9HC16 whole entry, looked up): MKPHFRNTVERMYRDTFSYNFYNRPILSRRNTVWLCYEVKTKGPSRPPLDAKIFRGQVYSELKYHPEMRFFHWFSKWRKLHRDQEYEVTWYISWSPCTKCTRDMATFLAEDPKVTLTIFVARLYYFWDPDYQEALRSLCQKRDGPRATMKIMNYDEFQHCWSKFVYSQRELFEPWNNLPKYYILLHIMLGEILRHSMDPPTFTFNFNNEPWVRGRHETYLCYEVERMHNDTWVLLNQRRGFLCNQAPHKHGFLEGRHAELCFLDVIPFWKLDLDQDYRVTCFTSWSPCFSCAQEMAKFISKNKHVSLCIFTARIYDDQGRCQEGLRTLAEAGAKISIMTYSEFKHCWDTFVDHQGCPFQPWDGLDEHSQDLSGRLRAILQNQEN
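Read-out is eYFP fluorescence (Ex 488/Em 500-530) from Vif-expressing HeLa A3G-eYFP cells; more signal means A3G escaped Vif-mediated degradation. Cells plated overnight, compound pinned in, incubated overnight at 37 deg C.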
* = called active by the depositor; ? = inconclusive; . = not tested or not shown; & = joins results of further samples. Unless noted, the call rests on the fitted dose curve; in most records, active means well fitted curve in the direction sought with a large enough effect; inconclusive means small, poorly fitted or top-dose-only effect, or another doubt; inactive means no such curve, though single readings can be large; an effect the other way counts as inactive or inconclusive.

SMILES	D1 agonist	D2 PAM	GRP78 ERSR act	RXFP1 ag	Vif-APOBEC3F blk	RXFP1 antag	D1 potentiator	D1 antagonist	Vif-APOBEC3G blk
Cc1cc(C(=S)N2CCOCC2)c(C)n1-c1ccc(Cl)cc1	5	13	-3%	-0.3%	2%	-4	-3	-31*	-6%
O=C(NC12CC3CC(CC(C3)C1)C2)c1ccc([N+](=O)[O-])o1	1	.	-15%	-0.8%	0%	-2	-1	-48*	?
COc1ccc(-c2csc(/C(C#N)=C\c3cccc([N+](=O)[O-])c3)n2)cc1	2	-6	.	1.0%	.	.	-2	-1	.
Cc1cc(/C=C2/NC(=O)NC2=O)c(C)n1C	-1	-14	-4%	0.3%	-9%	-13	6	2	-1%
O=C(CSc1nnnn1-c1ccccc1)Nc1ncc(Cc2cccc(Cl)c2Cl)s1	5	-6	-4%	2.2%	4%	1	-2	12	0%
Cc1nc(SCC(=O)NC2CCCCC2C)c(C#N)c(C)c1C (configuration not stated)	2	6	2%	15%	-2%	-3	14	-9	-3%
c1ccc(SCc2cn3cccnc3n2)nc1	2	6	2%	13%	3%	12	-2	-1	0%
CN(C)S(=O)(=O)c1ccc(N2CCOCC2)c(C(=O)O)c1	2	-5	-3%	-0.7%	1%	-1	-2	-4	0%
Cc1c(Cl)cccc1NC(=O)CCn1nc(C)c2c(C)n(-c3ccccc3)nc2c1=O	0	8	-2%	1.0%	1%	-6	3	3	-2%
O=C(Oc1oc(-c2ccco2)nc1C=Nc1ccccc1)c1ccoc1	1	-2	-2%	4.2%	-2%	4	-4	-6	0%
COC(=O)C1CCN(C(=O)Cc2ccc(C)cc2)CC1	2	9	3%	-1.2%	-8%	2	1	-2	-3%
COc1cc(NC(=S)NC(=O)c2c(OC)cccc2OC)ccc1NC(=O)c1cccs1	5	-5	-8%	0.2%	-6%	-11	-3	4	-22%
Cc1nc(-c2ccc(F)cc2)sc1CCNC(=O)c1ccc(C(C)(C)C)cc1	6	2	-1%	-1.0%	0%	-26	-1	-9	5%
O=C(NN1CC(=O)N(c2cc(Cl)cc(Cl)c2)CC1=O)c1cccs1	1	19	-4%	-0.6%	-5%	2	-7	15	0%
COc1cccc(OC(=O)c2cc3ccccc3oc2=O)c1	5	-4	-1%	-2.1%	-14%	-10	-2	-30*	1%
O=C(Cn1nc(C(F)(F)F)c2c1CCC2)NC1CCCCC1	4	1	-4%	0.2%	-1%	3	-2	4	-1%
CCN(CC)S(=O)(=O)c1ccc(NC2c3ccccc3C(=O)N2Cc2ccco2)cc1 (configuration not stated)	4	-18	-1%	0.9%	-6%	-6	-2	9	-4%
ON=C1CCCCCCCC1	.	.	-3%	.	17%	-3	.	.	1%
CCC(C)OC(=O)/C(C#N)=C\c1ccc(-c2ccccc2Cl)o1 (configuration not stated)	14	-3	2%	-0.1%	-18%	-14	1	-2	0%
CCn1cc(C(=O)NCc2ccccc2OC)c(=O)c2cc(S(=O)(=O)N3CCCCCC3)ccc21	6	-1	-2%	4.8%	-3%	.	10	2	-1%
CN(c1ccc(F)cc1)S(=O)(=O)c1ccc(Cl)c(C(=O)Nc2ccncc2)c1	8	-4	-1%	1.0%	-3%	4	-3	-48*	1%
COc1ccc(S(=O)(=O)N2CCOCC2)cc1NC(=O)COc1ncnc2ccccc12	0	12	0%	15%	0%	-6	1	-2	-5%
COc1ccc(N(CC(=O)NC(C)(C)C)C(=O)CCC(=O)Nc2nccs2)cc1	-2	3	-3%	-0.1%	-1%	-3	9	-6	7%
O=C(Nc1ncc2c(n1)-c1ccccc1CC2)C1CC1	2	4	-2%	2.4%	-4%	-24	-5	-10	2%
CC1CCCC(NC(=O)CCn2c(=S)oc3ccccc32)C1C (configuration not stated)	1	-6	-3%	-3.7%	-1%	0	3	1	-3%

Look-ups from the results shown.
Cc1cc(C(=S)N2CCOCC2)c(C)n1-c1ccc(Cl)cc1 | RXFP1 ag = -0.3%
Cc1c(Cl)cccc1NC(=O)CCn1nc(C)c2c(C)n(-c3ccccc3)nc2c1=O | D1 agonist = 0
ON=C1CCCCCCCC1 | Vif-APOBEC3G blk = 1%
CCN(CC)S(=O)(=O)c1ccc(NC2c3ccccc3C(=O)N2Cc2ccco2)cc1 (configuration not stated) | D2 PAM = -18
CCn1cc(C(=O)NCc2ccccc2OC)c(=O)c2cc(S(=O)(=O)N3CCCCCC3)ccc21 | D1 agonist = 6
COc1ccc(-c2csc(/C(C#N)=C\c3cccc([N+](=O)[O-])c3)n2)cc1 | D1 agonist = 2

Sorted by formula weight (ascending): some entries from above.
SMILES	D1 agonist	D2 PAM	GRP78 ERSR act	RXFP1 ag	Vif-APOBEC3F blk	RXFP1 antag	D1 potentiator	D1 antagonist	Vif-APOBEC3G blk
O=C(NC12CC3CC(CC(C3)C1)C2)c1ccc([N+](=O)[O-])o1	1	.	-15%	-0.8%	0%	-2	-1	-48*	?
CN(c1ccc(F)cc1)S(=O)(=O)c1ccc(Cl)c(C(=O)Nc2ccncc2)c1	8	-4	-1%	1.0%	-3%	4	-3	-48*	1%
Cc1c(Cl)cccc1NC(=O)CCn1nc(C)c2c(C)n(-c3ccccc3)nc2c1=O	0	8	-2%	1.0%	1%	-6	3	3	-2%

(further entries)
SMILES	D1 agonist	D2 PAM	GRP78 ERSR act	RXFP1 ag	Vif-APOBEC3F blk	RXFP1 antag	D1 potentiator	D1 antagonist	Vif-APOBEC3G blk
COc1ccc(NC(=O)CO/N=C2\CCCc3nonc32)cc1	4	-7	-3%	2.8%	2%	-7	7	-5	0%
COc1ccc(-c2nnc(C3CCN(C(=O)c4ccccc4F)CC3)o2)cc1	-1	0	-3%	-0.9%	?	-4	-2	4	3%
CCC1ON(C(C)C)C2c3nc4ccccc4n3CC12 (configuration not stated)	2	7	-4%	0.4%	-1%	.	2	-15	1%
C=CCC1NS(=O)(=O)OC2CCCCC12 (configuration not stated)	2	5	-2%	1.0%	6%	.	0	-5	3%
O=C(C1CCCO1)N1CCN(S(=O)(=O)c2cc(C(F)(F)F)ccc2Cl)CC1 (configuration not stated)	5	-5	-4%	-0.3%	3%	-7	0	10	-1%
CCn1nc(C)c(CCN(C)C(=O)Nc2cccc(Cl)c2C)c1C	-2	-1	0%	-0.1%	-2%	.	-1	0	-4%
CCOC(=O)c1c(C)nc2ccc(Cl)cc2c1-c1ccccc1	3	10	-5%	3.3%	?	-35	3	-6	-3%
CCOC(=O)c1c(-c2ccc(Cl)cc2)c(C#N)c(=O)n(N)c1N	1	9	-2%	8.5%	-1%	4	-4	-16	-12%
C/C(=N\NC(=O)C1CC1)c1ccc(OC(F)F)cc1	4	7	5%	2.6%	-10%	2	.	-12	-6%
CC1CCCCN1Cc1c(O)ccc2c(=O)c(-c3ccccc3)coc12 (configuration not stated)	2&1	2&-11	0%&-2%	3.1%&6.3%	5%&5%	-1	5&-1	6&-4	2%&2%
COc1ccc(-c2cn3ccccc3n2)cc1OC	1	6	1%	2.7%	-6%	-13	-6	-7	0%
O=C(NCc1ccccc1)C1CCCN(C(=O)Nc2ccccc2)C1 (configuration not stated)	0	13	2%	2.4%	4%	6	0	1	3%
Cc1[nH]c2ccccc2c1C(=O)CSc1nccc(=O)[nH]1	2	.	3%	1.0%	2%	-8	2	-27	1%
CC(C)c1csc(CN2CCC(C(=O)Nc3cccc(-c4ccco4)c3)CC2)n1	.	.	-1%	.	-16%	-8	.	.	3%
CC(Oc1cccnc1[N+](=O)[O-])C(=O)Nc1cccc(Cl)c1 (configuration not stated)	0	9	-2%	1.7%	0%	-97*	-10	7	-1%
Cc1cccc(-n2ncc(C(=O)N3CCC(C)CC3)c2C2CCN(C(=O)OC(C)(C)C)CC2)c1	0	2	-2%	-1.1%	1%	2	3	4	0%
CCOc1ccccc1NC(=O)c1ccc(C(=O)Nc2ccccc2OCC)nc1	-2	-3	-4%	0.5%	4%	2	-5	-12	0%
CS(=O)(=O)Nc1ccc(C2=NN(S(C)(=O)=O)C(c3ccc4nccnc4c3)C2)cc1 (configuration not stated)	0	10	1%	1.1%	22µM*	5	-6	-6	?
COc1ccc(C(=O)c2ccsc2N)cc1	2	-4	9%	0.0%	-2%	-6	1	-3	-6%
CCOc1ccc2nc(SCC(=O)NCc3ccc(S(N)(=O)=O)cc3)[nH]c2c1	3	2	0%	3.8%	0%	1	-4	0	0%
CCOCc1nnc(NC(C)=O)s1	3	-9	-2%	1.7%	0%	2	1	20	-1%
CCOc1ccc(OCc2ccc(C(=O)NN=Cc3ccc[nH]3)cc2)cc1	.	.	-2%	.	0%	-11	.	.	2%
COc1ccccc1Nc1nn2c(=O)c3ccc(C(=O)N4CCC(C)CC4)cc3nc2s1	2&0	-5&-4	0%&-2%	3.3%&4.9%	1%&6%	5	-4&-1	-3&3	5%&1%
Cc1cc(-c2ccccc2)nc2oc3c(c12)NC(=O)CN(c1ccccc1)C3=O	3	2	-6%	16%	7%	0	-1	19	0%

Source: PubChem

This is a subset; the hit share may differ from the screen's.
